High-throughput results deposited in PubChem by Broad Institute.
esBAF inh: inhibitors of esBAF chromatin remodeling in mouse ES cells; Bmi1-luciferase knock-in reporter, 24 h; 100% = twice the neutral-well signal; reporter increase, % at 12.5 µM; hit rate 2% among 350,000; in the data active means activation above about 40%;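 further: 0% = median of the plate's neutral control wells and 100% = double that signal; a rise in the Bmi1 reporter signal indicates esBAF inhibition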
ERp5 inh: ERp5 (human) disulfide isomerase inhibition; Q15084; ERp5 insulin aggregation, absorbance 650 nm, 90 min; inhibition, % at 9.99 µM; hit rate 0.05% among 350,000; AID 651711;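 active means mean replicate inhibition above about 25%, with every replicate also reaching it, limit read from the data, passing the limit was not always enough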
Target sequence (Q15084 whole entry, looked up): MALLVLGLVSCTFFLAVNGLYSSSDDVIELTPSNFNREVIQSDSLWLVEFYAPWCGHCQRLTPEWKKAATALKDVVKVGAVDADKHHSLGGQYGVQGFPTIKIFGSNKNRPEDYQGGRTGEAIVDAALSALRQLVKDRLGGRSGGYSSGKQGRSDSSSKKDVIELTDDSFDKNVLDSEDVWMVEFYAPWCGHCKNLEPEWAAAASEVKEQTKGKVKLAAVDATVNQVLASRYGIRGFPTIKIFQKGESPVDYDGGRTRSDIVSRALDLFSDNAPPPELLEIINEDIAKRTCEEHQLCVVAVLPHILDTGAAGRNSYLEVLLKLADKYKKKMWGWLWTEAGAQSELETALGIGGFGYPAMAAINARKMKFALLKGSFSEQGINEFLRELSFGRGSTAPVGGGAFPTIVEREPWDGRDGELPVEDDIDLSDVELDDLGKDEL
Cneo AK release: causes C. neoformans cell lysis; adenylate kinase release luminescence, 4 h; normalised: neutral wells 0, clomiphene wells 100; lysis activity, % at 15 µM; hit rate 0.2% among 360,000;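 active means mean lysis activity across replicates of at least 80%, whatever share of replicates individually reach that level; inactive means mean lysis activity below 80%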
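Test system: log-phase Cryptococcus neoformans yeast cells; Quantity: yeast cell density of 5 × 10^6 cells/mL; Buffer or medium: YPD; Doses: single compound concentration per well; Timing: 4 h at 37 °C static, read 1 h later; Measured by: AK luminescence; Read-out basis: lysis from increased AK signal; Control set: Clomiphene as positive control.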
SIRT5 inh: blocks human SIRT5 desuccinylation of peptide; inhibition, % at 15 µM; AID 652115; hit rate 1.1% among 330,000; Purified SirT5, succinyl-peptide AMC, trypsin-coupled fluorescence; in the data active means inhibition above about 15%
Target sequence (Q9NXA8 whole entry, looked up): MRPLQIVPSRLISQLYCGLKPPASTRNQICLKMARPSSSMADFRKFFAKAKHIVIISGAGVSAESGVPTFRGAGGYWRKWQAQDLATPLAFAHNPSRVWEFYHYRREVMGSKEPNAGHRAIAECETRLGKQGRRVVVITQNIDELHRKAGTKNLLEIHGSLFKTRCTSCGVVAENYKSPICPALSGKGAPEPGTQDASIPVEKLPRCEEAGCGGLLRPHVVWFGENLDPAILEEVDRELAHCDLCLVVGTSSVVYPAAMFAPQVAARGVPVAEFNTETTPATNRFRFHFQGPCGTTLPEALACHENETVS
miR-122 sensor: inhibitors of miR-122 in Huh7 cells; Huh7 miR-122 Renilla luciferase sensor, 48 h; neutral wells = 0, positive control = 100; activation (reporter increase), % at 12.5 µM; hit rate 0.3% among 340,000; AID 602342;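 active means mean replicate activation score at least 90 and every replicate individually at or above 90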;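 further: higher luciferase means less miR-122 activity so hits act as miR-122 inhibitors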
ARNT-TACC3 inh: ARNT/TACC3 interaction disruption; Q9Y6A5; AlphaScreen His-ARNT PAS-B/GST-TACC3 binding, luminescence; TACC3 fragment carries E629A point mutation; inhibition, % at 9.99 µM; hit rate 0.66% among 390,000;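 active means mean inhibition of replicates at least 50% and at least half of replicates each reaching 50%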;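 further: 0% = complete ARNT plus TACC3 wells and 100% = ARNT alone without TACC3; many hits fall short of the cut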
Statin myotox sup: suppressors of simvastatin-induced myotoxicity in C2C12 myotubes. ATP luminescence, 48 h; scaled: DMSO 0, geranylgeraniol control 100. rescue of ATP level, % at 7.49 µM. hit rate 0.78% among 330,000;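 active means mean ATP rescue above about 67%, or every replicate alone reaching that limit, limit read from the data, passing the limit was not always enough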;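 further: myotubes were challenged with 10 µM simvastatin during compound exposure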
* = called active by the depositor; . = not tested or not shown; & = joins results of further samples; [ ] = dose if it differs, or a comment.

molecule	esBAF inh	ERp5 inh	Cneo AK release	SIRT5 inh	miR-122 sensor	ARNT-TACC3 inh	Statin myotox sup
CCOC(=O)C1CCN(C(=O)c2ccc3c(Cl)c4c(nc3c2)CCCC4)CC1	2	3	0	5	0	-5	29
CC(=O)Nc1ccc(S(=O)(=O)NCc2ccc(C(=O)NCc3ccc(Cl)cc3)cc2)cc1	-3	-2	-2	-3	-1	-16	-17
O=C(NCC[C@H]1CC[C@H](NC(=O)C2CCCCC2)[C@@H](CO)O1)Nc1ccc(Cl)cc1	11	3	-4	3	-10[16.7 µM]	-6	-1
CC(=O)c1cccc(CN2CCN(CCC(C)C)C(CCO)C2)c1 (stereo not drawn)	-1	7	3	-1	6	-5	-34
COc1ccc(CC(=O)N/N=C(\C)CC(=O)Nc2ccc(N(C)C)cc2)cc1OC	2	1	.	-1	-10	19	10
CN(C)S(=O)(=O)c1ccc2c(c1)nc(CCC(=O)O)n2C	-3	-4	0	-2	-12	-5	7
CC(C)NC(=O)N(C)C[C@@H]1Oc2ncc(C3=CCCCC3)cc2C(=O)N([C@H](C)CO)C[C@H]1C	-5	1	5	0	1[16.7 µM]	-13	15
O=C(NCC1CC1)[C@H]1[C@H](CO)[C@H]2Cn3c(ccc(-c4ccncc4)c3=O)[C@@H]1N2CC1CC1	1	-2	0	4	15[16.7 µM]	13	17
N#Cc1cccc(-c2ccc3c(c2)[C@@H]2[C@@H](CCN2Cc2cncnc2)[C@@H](CO)N3)c1	-2	.	-8	.	-4[16.7 µM]	1	-22
CCCCN1C(=N)N([C@@H](CCC)CN2CCC[C@H]2CN2C(N)=NC[C@H]2C(C)C)C[C@H]1[C@H](C)CC	1	4	7	-4	5	1	-2
CC(=O)Nc1ccc(S(=O)(=O)NCC(=O)NNC(=O)c2csc(N3CCOCC3)n2)cc1	.	1	-1	0	-1	-2	-13
N#CC(=C1CCCC1)c1nc(-c2ccc(Cl)cc2)cs1	58*	.	-1	.	3	-6	.
CN(Cc1ccccc1)C(=O)c1nc2ccccn2c1CN1CCC(N2CCOCC2)CC1	.	-6	-1	15*	8	-3	.
COc1ccc(CNC(=O)COC(=O)c2n[nH]c3ccccc23)cc1	0	.	0	.	0	-3	.
CCOc1ccc(OCCC(=O)N2CCN(S(=O)(=O)c3ccc(OCC)cc3)CC2)cc1	-1	5	-7	-4	.	-7	-9
O=C1NC2=C(C(=O)CCC2)C(c2ccc([N+](=O)[O-])cc2)N1 (stereo not drawn)	-7	1	2	0	.	1	14
COc1ccc(-c2ccc(CN3C(C)C(=O)N(Cc4cn(Cc5ccco5)nn4)CCS3(=O)=O)cc2)cc1 (stereo not drawn)	13	1	.	-1	-15	.	-1
COc1cc(C(O)P(=O)(OCC(C)C)c2ccc(N(C)C)cc2)cc(OC)c1OC (stereo not drawn)	.	3	.	-4	.	-1	.
CCCN(C)C[C@H]1Oc2cc(C#Cc3ccncc3)ccc2S(=O)(=O)N([C@H](C)CO)C[C@H]1C	3	5	-4	-5	.	-4	4
O=C(NCCc1c[nH]c2ccccc12)/C(=C\c1cccnc1)NC(=O)c1cccs1	-10	.	.	.	3	-1	0
COc1cccc(-c2cc(C(F)(F)F)nc(N3CCN(c4ccccc4)CC3)n2)c1	0	.	-5	.	-3	-8	-8
CC=Cc1ccc2n(c1=O)C[C@@H]1[C@@H](CO)[C@H](C(=O)N3CCc4ccccc4C3)[C@H]2N1Cc1ccncc1 (mixture of isomers)	1	-10	1	-18	-4[16.7 µM]	21	0
C[C@H]1CN([C@@H](C)CO)S(=O)(=O)c2ccc(C3=CCCC3)cc2O[C@@H]1CN(C)C(=O)c1ccncc1	-3	1	-3	-13	-13[16.7 µM]	-1	10
CC(Oc1cc2oc(=O)cc(-c3ccccc3)c2cc1Cl)C(=O)NCC1CCC(C(=O)O)CC1 (stereo not drawn)	2	5	-1	.	-15	2	1
COc1ccc(/C=N/n2c(SC)nnc2-c2ccccc2)c(OC)c1OC	-13	.	-1	.	.	0	-19

A different layout for part of the listing above:
Second line of a record: esBAF inh, ERp5 inh, Cneo AK release, SIRT5 inh, miR-122 sensor, ARNT-TACC3 inh, Statin myotox sup
> CC(C)NC(=O)N(C)C[C@@H]1Oc2ncc(C3=CCCCC3)cc2C(=O)N([C@H](C)CO)C[C@H]1C
    -5, 1, 5, 0, 1[16.7 µM], -13, 15
> O=C(NCC1CC1)[C@H]1[C@H](CO)[C@H]2Cn3c(ccc(-c4ccncc4)c3=O)[C@@H]1N2CC1CC1
    1, -2, 0, 4, 15[16.7 µM], 13, 17

Ordered by count of non-hydrogen atoms (descending): part of the list above
molecule	esBAF inh	ERp5 inh	Cneo AK release	SIRT5 inh	miR-122 sensor	ARNT-TACC3 inh	Statin myotox sup
COc1ccc(-c2ccc(CN3C(C)C(=O)N(Cc4cn(Cc5ccco5)nn4)CCS3(=O)=O)cc2)cc1 (stereo not drawn)	13	1	.	-1	-15	.	-1
CC=Cc1ccc2n(c1=O)C[C@@H]1[C@@H](CO)[C@H](C(=O)N3CCc4ccccc4C3)[C@H]2N1Cc1ccncc1 (mixture of isomers)	1	-10	1	-18	-4[16.7 µM]	21	0
C[C@H]1CN([C@@H](C)CO)S(=O)(=O)c2ccc(C3=CCCC3)cc2O[C@@H]1CN(C)C(=O)c1ccncc1	-3	1	-3	-13	-13[16.7 µM]	-1	10
CCCCN1C(=N)N([C@@H](CCC)CN2CCC[C@H]2CN2C(N)=NC[C@H]2C(C)C)C[C@H]1[C@H](C)CC	1	4	7	-4	5	1	-2
CN(Cc1ccccc1)C(=O)c1nc2ccccn2c1CN1CCC(N2CCOCC2)CC1	.	-6	-1	15*	8	-3	.
CC(=O)Nc1ccc(S(=O)(=O)NCc2ccc(C(=O)NCc3ccc(Cl)cc3)cc2)cc1	-3	-2	-2	-3	-1	-16	-17
COc1cccc(-c2cc(C(F)(F)F)nc(N3CCN(c4ccccc4)CC3)n2)c1	0	.	-5	.	-3	-8	-8
CCOC(=O)C1CCN(C(=O)c2ccc3c(Cl)c4c(nc3c2)CCCC4)CC1	2	3	0	5	0	-5	29
COc1ccc(CNC(=O)COC(=O)c2n[nH]c3ccccc23)cc1	0	.	0	.	0	-3	.
CC(=O)c1cccc(CN2CCN(CCC(C)C)C(CCO)C2)c1 (stereo not drawn)	-1	7	3	-1	6	-5	-34
O=C1NC2=C(C(=O)CCC2)C(c2ccc([N+](=O)[O-])cc2)N1 (stereo not drawn)	-7	1	2	0	.	1	14
N#CC(=C1CCCC1)c1nc(-c2ccc(Cl)cc2)cs1	58*	.	-1	.	3	-6	.

The list continues:
molecule	esBAF inh	ERp5 inh	Cneo AK release	SIRT5 inh	miR-122 sensor	ARNT-TACC3 inh	Statin myotox sup
Cc1cc(Br)cc(Cl)c1OC(=O)c1cnccn1	-1	0	23	4	2	-5	1
COC(=O)c1cn(NC(=O)c2ccc(F)cc2)c(=O)c2ccccc12	-2	.	.	.	-2	-1	.
NC(=O)C12C(=O)NC(=O)C1(C(=O)O)C21CCCC1 (stereo not drawn)	1	-2	0	-5	.	-7	8
COc1ccc(S(=O)(=O)Nc2ccc3c(c2)CC(=O)N([C@@H](C)CO)C[C@H](C)[C@H](CN(C)C(=O)Nc2ccccc2)O3)cc1	1	2	41	0	5[16.7 µM]	2	-13
Cc1ccc(S(=O)(=O)N2C[C@]3(O)C[C@@H]4C(=O)N(c5ccccc5)C(=O)[C@@H]4C[C@]3(OC(=O)NC3CC3)C2)cc1	-6	-1	-1	-1	5	.	-7
CCN(CC)CCNC(=O)c1ccc(NC(=O)/C=C/c2cc(OC)c(OC)c(OC)c2)cc1	-8	1	-1	4	6	.	-10
O=C(COC(=O)c1ncc(Cl)c(Cl)c1Cl)NNC(=O)c1ccccc1	-4	4	-3	-1	4	-26	-6
C=CCN1C(=O)C(CC(=O)NCC)SC1=Nc1ccccc1CC (stereo not drawn)	-1	2	2	-2	-3	4	15
C=C(C)CC1(NC(C)c2ccccc2)CCCCC1 (stereo not drawn)	.	0	-3	-4	7	-7	.
COc1ccccc1S(=O)(=O)N(C)C[C@H]1Oc2cc(/C=C/c3ccccc3)ccc2S(=O)(=O)N([C@@H](C)CO)C[C@@H]1C	5	-8	-6	0	20[16.7 µM]	16	.
COc1ccc(C(CC(=O)c2ccc(C)cc2)Nc2ccc([N+](=O)[O-])cc2)cc1 (stereo not drawn)	.	-1	.	-1	.	-36	.
O=C(C[C@H]1C[C@H]2c3cc(NC(=O)c4ccc5c(c4)OCO5)ccc3O[C@H]2[C@@H](CO)O1)NC1CCCC1	10	1	2	-5	-4[16.7 µM]	-6	0
Cc1ccccc1-n1cc(-c2ccc(Br)cc2)nc1SCC(N)=O	.	-2	4	-3	7	24	.
CCCc1cc(=O)[nH]c(SCc2csc(-c3ccccc3)n2)n1	.	4	.	-1	.	-12	.
CCCNC(=O)Nc1ccc2c(c1)C(=O)N(C)C[C@@H](OC)[C@@H](C)CN[C@H](C)CO2	2	0	0	-7	.	-3	-1
COc1ccccc1NC(=O)/C(=N/OCc1ccc(C#N)cc1)C(C)=O	.	-7	.	0	1	2	.
Cc1noc(C)c1NC(=O)N[C@@H]1C=C[C@@H](CC(=O)Nc2ccccc2)O[C@H]1CO	2	3	-3	32*	.	-1	-2
COc1ccccc1N(CC(=O)NCC(C)C)S(=O)(=O)c1cccs1	.	.	-2	.	6	-5	.
COCCN(CC(=O)NCc1ccccc1)C(=O)CCC(=O)Nc1ccccn1	0	.	0	.	-1	0	9
CC1=NN(C(=O)Cn2ccc([N+](=O)[O-])n2)C(O)(C(F)(F)F)C1 (stereo not drawn)	.	-5	.	2	.	2	.
CCOC(=O)N(C)C[C@@H]1OCc2cnnn2CCCC(=O)N([C@H](C)CO)C[C@H]1C	-5&0	-1&-2	2&54	-2&1	-2	-2	6&-6
O=C(CN(C(=O)c1csnn1)c1ccccc1Cl)NC1CCCCC1	3	-2	2	-2	4	-5	-21
CC(=O)Nc1ccc(NC(=O)C2Cc3c(-c4cccc(F)c4)ccnc3O2)cc1 (stereo not drawn)	-1	5	-1	.	7	.	3
COc1ccc(COc2cccnc2N)cc1	31	4	0	-4	-4	-20	0
C[C@H]1CCCCO[C@@H](CN(C)Cc2ccc3c(c2)OCO3)[C@@H](C)CN([C@@H](C)CO)C(=O)c2cc(NC(=O)c3ccccc3)ccc2O1	3	-3	1	6	0[16.7 µM]	-4	.

(further entries)
molecule	esBAF inh	ERp5 inh	Cneo AK release	SIRT5 inh	miR-122 sensor	ARNT-TACC3 inh	Statin myotox sup
CN(C(=O)c1ccco1)c1nc2c(s1)CCCC2	-4	.	-3	.	0	0	-2
Fc1cccc(Cc2c(-c3ccco3)nc3c(Cl)cc(C(F)(F)F)cn23)c1	3	5	-1	-3	-2	.	24
COc1ccc2[nH]cc(C(=O)CN3CCCC(C)C3)c2c1 (stereo not drawn)	-1	.	-2	.	.	-5	3
Clc1ccc2nc(C3CCN(Cc4ccccc4)CC3)[nH]c2c1	-3	.	2	.	1	1	-5
N/C(=N\OC(=O)CCCOc1ccc(Cl)cc1Cl)c1ccncc1	4	-1	-1	-3	-7	-5	2
O=C(CSc1cccc[n+]1[O-])N1CCCc2ccccc21	.	16	.	-1	.	-8	.
FC(F)(F)c1ccc(CN2C[C@@H]3C(c4ccc(Cl)nc4)C4(c5ccccc5)CC3(C4)[C@H]2c2ccccc2)cc1 (stereo partly drawn)	6	-1	1	.	-5	7	5
C[C@H](CO)N1C[C@H](C)[C@@H](CN(C)C(=O)Nc2ccc(C(F)(F)F)cc2)Oc2ccc(NC(=O)C3CC3)cc2CC1=O	-1	5	2	-3	-1[16.7 µM]	-1	7
O=C(CNS(=O)(=O)c1ccccc1)NNC(=O)C(Cl)Cl	2	2	-1	-2	1	0	2
Cc1cc(C)nc(SC2CCCCC2O)n1 (stereo not drawn)	1	1	2	.	-4	-4	0
Cc1ccc2[nH]c(=O)c(CN(CCCN3CCOCC3)Cc3nnnn3C3CCCC3)cc2c1	-5	0	5	-4	3	-1	-4
O=C(C[C@H]1C=C[C@@H](NC(=O)Nc2ccc(C(F)(F)F)cc2)[C@H](CO)O1)NCc1cc(F)cc(F)c1	0	-4	4	-3	.	3	-6
Cc1noc(C)c1S(=O)(=O)Nc1cccc2c1O[C@H](CN(C)CC1CC1)[C@H](C)CN([C@@H](C)CO)C2=O	-7	3	5	0	2[16.7 µM]	-9	-1
